# Assay outcomes deposited in PubChem by Broad Institute.
# TcdB inh – inhibitors of Clostridioides difficile toxin B glycohydrolase; TcdB glycohydrolase enzymatic assay, plate reader; inhibition, % at 9.99 µM; actives 0.24% (n = 350,000); AID 652162; in the data active = inhibition above about 10%
# * marks the source's active call; other numbers are inactive results; & = joins results of further samples. An excerpt. The share of hits here may be higher or lower than overall.
Structure	TcdB inh
O=C(Nc1ccc2c(c1)[C@@H]1C[C@@H](CC(=O)N3CCOCC3)O[C@@H](CO)[C@@H]1O2)NC1CCCCC1	-2.0
COCC(=O)Nc1ccc2c(c1)[C@H]1C[C@@H](CC(=O)NCC3CC3)O[C@@H](CO)[C@H]1O2	0.8
CCCNC(=O)N1CC(=O)N2[C@H](CO)[C@H](c3ccc(C#Cc4cccc(OC)c4)cc3)[C@H]2C1	-1.0
CN(C)c1ccc2c(c1)[C@H]1C[C@H](CC(=O)N3CCc4ccccc4C3)O[C@@H](CO)[C@H]1O2	-55
N#C[C@H]1[C@@H](c2ccccc2-c2ccccc2F)[C@H](CO)N1C(=O)c1cccc(F)c1	1.4
C[C@H](CO)N1C[C@H](C)[C@H](CN(C)C(=O)Nc2cccc3ccccc23)Oc2ncc(C#CCC3CCCC3)cc2C1=O	-1.0
CN1C(=O)c2cc(NS(C)(=O)=O)ccc2OC[C@@H]2O[C@H](CC(=O)O)CC[C@H]21	-0.7
Fc1ccc(F)c(CN2[C@@H]3CNC[C@H]2C3c2ccc(-c3ccccc3)cc2)c1 (stereo not given in full)	0.4&-0.8
Cc1noc(C)c1NC(=O)N(C)C[C@@H]1OCCCC[C@H](C)Oc2ccc(NC(=O)Nc3ccc(F)cc3)cc2C(=O)N([C@@H](C)CO)C[C@H]1C	0.9
COc1ccccc1-c1cn(CC[C@H]2CC[C@H](NC(=O)C3CCOCC3)[C@@H](CO)O2)nn1	1.1

# Reprinted at random: 5 compounds from above, in no set order.
Structure	TcdB inh
CN1C(=O)c2cc(NS(C)(=O)=O)ccc2OC[C@@H]2O[C@H](CC(=O)O)CC[C@H]21	-0.7
COc1ccccc1-c1cn(CC[C@H]2CC[C@H](NC(=O)C3CCOCC3)[C@@H](CO)O2)nn1	1.1
O=C(Nc1ccc2c(c1)[C@@H]1C[C@@H](CC(=O)N3CCOCC3)O[C@@H](CO)[C@@H]1O2)NC1CCCCC1	-2.0
Cc1noc(C)c1NC(=O)N(C)C[C@@H]1OCCCC[C@H](C)Oc2ccc(NC(=O)Nc3ccc(F)cc3)cc2C(=O)N([C@@H](C)CO)C[C@H]1C	0.9
CN(C)c1ccc2c(c1)[C@H]1C[C@H](CC(=O)N3CCc4ccccc4C3)O[C@@H](CO)[C@H]1O2	-55

# New compounds follow:
Structure	TcdB inh
C[C@H]1CN([C@@H](C)CO)C(=O)Cc2cc(NC(=O)Cn3cnnn3)ccc2O[C@@H]1CN(C)Cc1ccncc1	0.6
COc1ccccc1NC(=O)NC[C@@H]1CC[C@@H]2[C@@H](CN2S(=O)(=O)c2ccc(Cl)cc2)O1	-0.3
C[C@@H]1CCCCO[C@@H](CN(C)S(=O)(=O)c2ccc(Cl)cc2)[C@H](C)CN([C@@H](C)CO)C(=O)c2cc(NC(=O)c3ccncc3)ccc2O1	-0.1
CC(C)NC(=O)N1[C@H](CO)[C@@H](c2ccccc2)C12CN(C(=O)c1ccccn1)C2	0.5
CO[C@H](CN(C)S(=O)(=O)c1cn(C)cn1)[C@H](C)CN(C(=O)Nc1ccc(F)cc1)[C@@H](C)CO	-0.3
CN1c2ccc(-c3ccc(F)cc3)cc2[C@H]2[C@H](CCN2C(=O)c2ccccn2)[C@@H]1CO	3.0
Cc1ccc(S(=O)(=O)N2C[C@@H]3O[C@@H](CNS(=O)(=O)c4ccccc4C)CC[C@@H]32)cc1	0.2
COc1ccc(CN(C)C[C@H]2Oc3ccc(NC(=O)Nc4ccc(OC)cc4)cc3C(=O)N([C@H](C)CO)C[C@@H]2C)cc1	0.6
O=C(C[C@H]1C[C@@H]2c3cc(NC(=O)NC4CCCC4)ccc3O[C@@H]2[C@@H](CO)O1)NCc1cccc(F)c1	-1.5
CN1C(=O)c2cc(NC(=O)c3ccc(F)cc3)ccc2OC[C@@H]2O[C@@H](CC(=O)NC3CCC3)CC[C@H]21	1.0

# Further records
Structure	TcdB inh
C[C@@H]1CN([C@@H](C)CO)C(=O)Cc2cc(NC(=O)C3CCCCC3)ccc2O[C@H]1CN(C)C(=O)NC1CCCCC1	-1.3
CN(C)C(=O)C[C@H]1CC[C@@H]2[C@H](COc3ccc(NC(=O)C4CCCCC4)cc3C(=O)N2C)O1	0.5
CN1CCN(C(=O)C[C@H]2CC[C@@H]3[C@H](COC[C@@H](O)CN3Cc3ccc(Oc4ccccc4)cc3)O2)CC1	-0.7
COc1cccc(-c2cnc3c(c2)C(=O)N([C@H](C)CO)C[C@H](C)[C@@H](CN(C)C(C)=O)O3)c1	-1.5
CCCN(C)C[C@@H]1OCCCC[C@H](C)Oc2ccc(NC(=O)Nc3cccc4ccccc34)cc2C(=O)N([C@H](C)CO)C[C@@H]1C	0.1
O=S(=O)(Cc1ccccc1)N1CCCCN2[C@H](CO)[C@@H](c3ccc(-c4ccc(F)cc4)cc3)[C@@H]2C1	-0.6
CCCN1[C@H](C(=O)NCc2ccccn2)[C@@H](CO)[C@@H]2Cn3c(ccc(C4=CCCC4)c3=O)[C@@H]21	-1.5
COc1ccccc1S(=O)(=O)N[C@H]1C=C[C@@H](CC(=O)N2CCN(C)CC2)O[C@@H]1CO	0.0
O=C(C[C@H]1CC[C@@H](NC(=O)Nc2cc(F)ccc2F)[C@H](CO)O1)Nc1ccccc1	0.3
C[C@H](CO)N1C[C@H](C)[C@H](CN(C)C(=O)Cc2ccccc2)OCCCC[C@H](C)Oc2ccc(NS(=O)(=O)c3ccccc3)cc2C1=O	-0.3

# Remaining list, next part
Structure	TcdB inh
COc1cccc(C#Cc2ccc3c(c2)O[C@H](CN(C)C(C)=O)[C@H](C)CN([C@H](C)CO)S3(=O)=O)c1	0.3
Cc1ccccc1-c1ccc([C@@H]2[C@@H](CO)N3CCCCN(C(=O)Cc4ccccn4)C[C@@H]23)cc1	-1.7
Cc1noc(C)c1S(=O)(=O)N(C)C[C@H]1Oc2ccc(NS(=O)(=O)c3cn(C)cn3)cc2CC(=O)N([C@H](C)CO)C[C@@H]1C	-1.4
Cc1ccc(S(=O)(=O)Nc2ccc3c(c2)C(=O)N([C@@H](C)CO)C[C@H](C)[C@H](CN(C)S(=O)(=O)c2cn(C)cn2)O3)cc1	-0.1
Cc1noc(C)c1NC(=O)N(C)C[C@@H]1OCCCC[C@@H](C)Oc2ccc(NS(=O)(=O)c3ccc(F)cc3)cc2C(=O)N([C@H](C)CO)C[C@H]1C	-0.7
COc1ccc(S(=O)(=O)N(C)C[C@@H]2Oc3ccc(NC(=O)C4CCCCC4)cc3C(=O)N([C@@H](C)CO)C[C@H]2C)cc1	-0.4
COc1ccc(CNC(=O)C[C@@H]2C=C[C@@H](NC(=O)c3cccc(F)c3)[C@@H](CO)O2)cc1	-1.5
C[C@H](CO)N1C[C@H](C)[C@H](CN(C)C(=O)Nc2ccc(F)cc2)Oc2c(NC(=O)Nc3cccc4ccccc34)cccc2C1=O	0.2
O=C(C1CC1)N1CC2(C1)[C@H](c1ccccc1)[C@H](CO)N2C(=O)CC1CC1	0.9
O=C(Nc1ccc(C(F)(F)F)cc1)N1[C@@H]2CNC[C@H]1C2c1ccc(-c2cccnc2)cc1 (stereo not given in full)	0.0&-1.1

# Further results follow.
Structure	TcdB inh
CCC(=O)N1[C@H](CN(C)C(C)=O)[C@H](c2ccc(C3=CCCC3)cc2)[C@@H]1CO	-1.8
Cc1ccc(S(=O)(=O)N(C)C[C@H]2OCCCC[C@H](C)Oc3ccc(NS(C)(=O)=O)cc3C(=O)N([C@@H](C)CO)C[C@@H]2C)cc1	0.8
C[C@@H]1CCCCO[C@@H](CN(C)C(=O)Nc2cccc3ccccc23)[C@H](C)CN([C@@H](C)CO)C(=O)c2cc(NC(=O)Cc3ccccc3)ccc2O1	-0.1
COc1cccc(-c2ccc([C@@H]3[C@@H](CO)N4C(=O)CN(C(=O)C5CCC5)C[C@H]34)cc2)c1	1.0
CC(=O)N[C@H]1CC[C@H](CCNC(=O)C2CCC2)O[C@H]1CO	-0.4
CCN(C[C@H]1[C@H](c2ccccc2)[C@@H](CO)N1S(C)(=O)=O)C(=O)C1CC1	-4.5
C[C@H]1CN([C@@H](C)CO)C(=O)c2cccc(NS(=O)(=O)c3cccs3)c2O[C@@H]1CN(C)CC1CCCCC1	0.5
C[C@H](CO)N1C[C@H](C)[C@H](CN(C)C(=O)CCC(F)(F)F)OCCCC[C@H](C)Oc2ccc(NC(=O)c3ccccc3)cc2C1=O	-8.4
O=C(c1cccc(F)c1)N1CC(=O)N2[C@H](CO)[C@@H](c3ccc(-c4ccccc4F)cc3)[C@H]2C1	-0.7
COc1ccc(NC(=O)Nc2ccc3c(c2)C(=O)N([C@@H](C)CO)C[C@@H](C)[C@H](CN(C)Cc2ccc(Cl)c(Cl)c2)OCCCC[C@@H](C)O3)cc1	0.9

# Another view of three compounds above.
C[C@H](CO)N1C[C@H](C)[C@H](CN(C)C(=O)Cc2ccccc2)OCCCC[C@H](C)Oc2ccc(NS(=O)(=O)c3ccccc3)cc2C1=O
  TcdB inh: -0.3

COc1cccc(C#Cc2ccc3c(c2)O[C@H](CN(C)C(C)=O)[C@H](C)CN([C@H](C)CO)S3(=O)=O)c1
  TcdB inh: 0.3

Cc1ccccc1-c1ccc([C@@H]2[C@@H](CO)N3CCCCN(C(=O)Cc4ccccn4)C[C@@H]23)cc1
  TcdB inh: -1.7

# (listing goes on)
Structure	TcdB inh
CCC(=O)N1CC2(C1)[C@@H](c1ccccc1)[C@@H](CO)N2Cc1cc(F)ccc1F	-1.1
C[C@H]1CN([C@@H](C)CO)C(=O)c2ccccc2-c2ccccc2CO[C@@H]1CN(C)C(=O)Nc1cccc(F)c1	0.4
COc1cccc(S(=O)(=O)N(C)C[C@@H]2OCc3ccccc3-c3c(n(C)c4ccccc34)C(=O)N([C@H](C)CO)C[C@@H]2C)c1	-0.5
COc1ccccc1NC(=O)N1CC(=O)N2[C@@H](CO)[C@@H](c3ccc(C#CC(C)C)cc3)[C@@H]2C1	1.1
Cc1cc(C(=O)Nc2cccc3c2O[C@H](CN(C)Cc2ccc(C(F)(F)F)cc2)[C@H](C)CN([C@@H](C)CO)C3=O)n(C)n1	0.8
CO[C@@H]1CC[C@H]2CCOc3c(C#N)cccc3C(=O)N(C)C[C@@H](OC)[C@@H](C)C(=O)N(C)C[C@H]1O2	-1.7
CO[C@@H]1CN(C)C(=O)c2ccc(NC(C)=O)cc2OC[C@@H](C)N(Cc2ccc(-c3ccccn3)cc2)C[C@H]1C	-0.2
CCCNC(=O)Nc1ccc2c(c1)C(=O)N(C)[C@@H]1CC[C@H](CC(=O)NCCCN(C)C)O[C@H]1CO2	-0.6
CCCNC(=O)N1CC2(CN(C)C2)c2c(n(C)c3cc(OC)ccc23)[C@H]1CO	3.1
C[C@@H]1CN([C@@H](C)CO)C(=O)c2cc(C#C[C@@H](C)O)cnc2O[C@H]1CN(C)C(=O)Cc1ccncc1	-0.3

# (listing goes on)
Structure	TcdB inh
COCC(=O)N(C)C[C@@H]1Oc2ncc(-c3ccccc3F)cc2C(=O)N([C@@H](C)CO)C[C@@H]1C	-7.1
C[C@@H]1CN([C@H](C)CO)C(=O)c2cc(C#CC3CC3)cnc2O[C@H]1CN(C)Cc1ccccc1C(=O)O	-0.6
CS(=O)(=O)N1C[C@@H](O)COC[C@H]2O[C@H](CC(=O)NCc3ccccc3)CC[C@@H]21	-1.1
O=C(N[C@H]1C=C[C@H](CC(=O)N2CCOCC2)O[C@H]1CO)c1ccc2c(c1)OCO2	0.9
C[C@@H]1CCCCO[C@H](CN(C)C(=O)c2ccccc2)[C@@H](C)CN([C@@H](C)CO)C(=O)c2cc(NS(=O)(=O)c3cn(C)cn3)ccc2O1	1.2
COc1ccc(S(=O)(=O)N(C)C[C@H]2Oc3c(NS(=O)(=O)c4cccs4)cccc3C(=O)N([C@@H](C)CO)C[C@H]2C)cc1	0.7
CN1C(=O)c2cc(NC(=O)c3ccc(F)cc3)ccc2OC[C@@H]2O[C@H](CC(=O)NCC3CC3)CC[C@H]21	-1.9
O=C(C[C@H]1C[C@@H]2c3cc(NC(=O)CC4CC4)ccc3O[C@@H]2[C@H](CO)O1)NCc1cccnc1	0.6
COc1ccccc1S(=O)(=O)N[C@H]1CC[C@@H](CC(=O)N2CCOCC2)O[C@@H]1CO	-0.6
COc1cccc(-c2cnc3c(c2)C(=O)N([C@H](C)CO)C[C@H](C)[C@@H](CN(C)CC2CCOCC2)O3)c1	-0.5

# More entries
Structure	TcdB inh
C[C@@H]1CN([C@@H](C)CO)C(=O)c2cccc(NC(=O)c3nc4ccccc4s3)c2O[C@H]1CN(C)S(=O)(=O)c1ccccc1	1.2
CNC[C@H]1Oc2ccc(NC(=O)CCN3CCOCC3)cc2C(=O)N([C@H](C)CO)C[C@H]1C	-2.2
CC(=O)N(C[C@H]1N[C@H](CO)[C@@H]1c1ccc(-c2ccc(F)cc2)cc1)C(C)C	0.5
C[C@@H]1CCCCO[C@H](CN(C)S(=O)(=O)c2ccc(Cl)cc2)[C@@H](C)CN([C@H](C)CO)C(=O)c2cc(NS(=O)(=O)c3cccs3)ccc2O1	-0.1
O=C(C[C@@H]1C=C[C@H](NC(=O)Nc2ccc3c(c2)OCO3)[C@@H](CO)O1)NCc1ccc(F)cc1	0.4
O=C(C[C@@H]1CC[C@H](NC(=O)CN2CCOCC2)[C@H](CO)O1)NCCc1ccncc1	0.5
OC[C@@H]1[C@@H](c2ccc(-c3ccccc3)cc2)[C@@H]2CN(Cc3ccccn3)CCCCN12	-5.4
CCCC#Cc1cnc2c(c1)C(=O)N([C@@H](C)CO)C[C@H](C)[C@H](CN(C)C(=O)c1cccc(F)c1)O2	-0.2
COc1cccc(NC(=O)N(C)C[C@@H]2Oc3cc(/C=C/c4ccccc4)ccc3S(=O)(=O)N([C@H](C)CO)C[C@@H]2C)c1	0.2
O=C(C[C@H]1CC[C@H]2[C@@H](COC[C@H](O)CN2Cc2ccc(F)cc2)O1)NCCc1ccccc1	-2.0
Cc1ccccc1-c1ccc2c(c1)O[C@@H](CN(C)C(=O)Nc1ccc(F)cc1)[C@H](C)CN([C@H](C)CO)S2(=O)=O	2.1
